# PGC1a acetyl inh – lowers PGC1a acetylation signal in U2OS cells | AlphaScreen anti-acetyl-lysine; with virally co-expressed GCN5 acetyltransferase | inhibition, % at 15.6 µM | hit rate 0.17% among 350,000;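 active = every replicate shows inhibition of at least 40%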;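 also: 0% = neutral control wells and 100% = positive control wells; some results beyond the cut were filed as inactive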
# PAX8 inh HTS – inhibitors of PAX8 transcriptional activity in RMG-I cells. RMG-I TPO-luciferase reporter, SteadyGlo, 24 h. inhibition, % at 12.6 µM. hit rate 1.2% among 360,000. AID 652154;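 active = mean replicate inhibition at least 60% with every replicate also reaching 60%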;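 also: luciferase light reporting Pax8 driven TPO promoter activity; plate controls were median of neutral control wells for no effect and mitoxantrone controls for full effect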
# S100A4 inh HTS – blocks human S100A4 binding to myosin IIA peptide; P26447; S100A4/TAMRA-MyoIIA peptide fluorescence polarization; inhibition, % at 10.7 µM; hit rate 0.14% among 360,000; AID 652163;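 active = mean inhibition of at least 70% across replicates, with every replicate also reaching that level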
# Target sequence (P26447 whole entry, looked up): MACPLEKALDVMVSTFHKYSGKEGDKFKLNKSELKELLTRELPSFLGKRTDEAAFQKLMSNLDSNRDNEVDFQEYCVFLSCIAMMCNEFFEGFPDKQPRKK
#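 Test system: S100A4 monomer protein. Medium: HEPES buffer with Ca2+, pH 7.2. Reagent: fluorescent myosin IIA peptide, 5 nM. Compound dosing: single-point compound testing. Timing: 5 min between mix addition and reading. Benchmarks: DMSO neutral and TFP positive wells.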
# LGR2 inh – blocks bursicon-induced cAMP signaling via Drosophila LGR2; HEK293 LGR2, CRE-luciferase, bursicon-stimulated, 4 h; inhibition, % at 9.99 µM; hit rate 0.35% among 380,000; AID 720647;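 active = drop in luminescence signal, shown as inhibition above about 50% in the replicate tests, limit read from the data, passing the limit was not always enough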;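 also: agonist challenge used bursicon conditioned medium at about half maximal strength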
# ERAP1 HTS inh – blocks human ERAP1 aminopeptidase activity | Q9NZ08 | recombinant ERAP1, Leu-AMC fluorescence, 60 min | inhibition, % at 10.7 µM | hit rate 0.15% among 340,000 | AID 652197;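 active = mean replicate inhibition of at least 30%, or all replicates individually reaching that 30% level; inactive = mean below 30% and not every replicate reaching it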;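 also: 0% = neutral control wells and 100% = L-leucinethiol positive control wells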
# Target sequence (Q9NZ08 whole entry, looked up): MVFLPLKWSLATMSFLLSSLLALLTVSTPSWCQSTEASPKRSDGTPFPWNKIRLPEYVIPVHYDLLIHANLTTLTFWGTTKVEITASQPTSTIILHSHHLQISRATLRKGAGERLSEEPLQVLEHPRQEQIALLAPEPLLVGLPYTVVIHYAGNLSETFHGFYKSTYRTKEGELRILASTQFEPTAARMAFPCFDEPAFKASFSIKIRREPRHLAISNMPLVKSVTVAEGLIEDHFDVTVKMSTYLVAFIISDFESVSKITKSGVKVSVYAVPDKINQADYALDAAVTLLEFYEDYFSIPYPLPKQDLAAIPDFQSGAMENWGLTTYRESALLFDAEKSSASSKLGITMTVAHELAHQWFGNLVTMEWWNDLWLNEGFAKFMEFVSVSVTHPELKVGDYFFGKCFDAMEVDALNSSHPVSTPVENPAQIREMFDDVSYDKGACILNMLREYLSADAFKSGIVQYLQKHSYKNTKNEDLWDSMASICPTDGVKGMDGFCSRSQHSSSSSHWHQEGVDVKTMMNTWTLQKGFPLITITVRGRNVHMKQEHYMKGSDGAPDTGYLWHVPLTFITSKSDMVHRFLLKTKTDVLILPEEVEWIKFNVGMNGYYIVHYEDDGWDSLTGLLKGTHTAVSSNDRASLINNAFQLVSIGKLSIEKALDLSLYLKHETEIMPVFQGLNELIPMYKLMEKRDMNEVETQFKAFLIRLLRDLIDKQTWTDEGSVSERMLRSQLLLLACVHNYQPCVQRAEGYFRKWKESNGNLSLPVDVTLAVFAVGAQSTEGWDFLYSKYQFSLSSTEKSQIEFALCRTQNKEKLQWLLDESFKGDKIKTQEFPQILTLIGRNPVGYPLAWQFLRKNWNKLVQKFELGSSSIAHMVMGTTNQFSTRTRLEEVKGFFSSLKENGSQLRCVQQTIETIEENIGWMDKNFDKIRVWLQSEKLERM
# FN deposit inh – fibronectin deposition inhibition | AH1F fibroblasts, Alexa488-fibronectin deposition fluorescence, overnight | inhibition, % at 12.6 µM | hit rate 0.086% among 350,000;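 active = mean inhibition across replicates of 30% or more, regardless of how many single replicates reach that level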;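 also: positive control wells lacked labelled fibronectin entirely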
#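 Material – AH1F fibroblast monolayer, labelled fibronectin deposition · Reagent – labelled fibronectin 24 nM · Timing – 1 h adhesion, overnight exposure · Measured by – fluorescence at 485 nm excitation, 525 nm emission · Read-out – inhibition of fibronectin deposition signal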
# EWS-Fli inh – blocks EWS/Fli oncoprotein-driven transcription. A673 NR0B1-luciferase reporter, viability-normalised. inhibition, % at 12.6 µM. hit rate 0.67% among 350,000;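 active = mean inhibition of at least 50% after viability correction, with every replicate also passing that limit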;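 also: firefly luciferase signal divided by Alamar Blue viability fluorescence both relative to DMSO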
# PglD DTNB – PglD (C. jejuni) enzyme inhibition. purified PglD enzyme, DTNB colorimetric CoA detection. inhibition, % at 12.5 µM. AID 602405. hit rate 0.098% among 360,000; in the data active = inhibition above about 16%, passing the limit was not always enough; also: strong numbers were not always called active
# Active calls of the source: *; / = not tested or not shown; & = joins results of further samples.
SMILES,PGC1a acetyl inh,PAX8 inh HTS,S100A4 inh HTS,LGR2 inh,ERAP1 HTS inh,FN deposit inh,EWS-Fli inh,PglD DTNB
C[C@H]1CN([C@@H](C)CO)S(=O)(=O)c2ccc(C#CC3CC3)cc2O[C@H]1CN(C)C(=O)c1cnccn1,-5,/,-10,4,2,/,-2,0
CCCNC(=O)Nc1ccc2c(c1)C(=O)N(C)C[C@@H](OC)[C@H](C)CN(Cc1cncnc1)[C@@H](C)CO2,7,/,-8,6,-1,7,-2,-2
COc1ccccc1CN1[C@@H]2c3cccc(=O)n3C[C@@H]2[C@@H](CO)[C@@H]1C(=O)NCCc1ccncc1,/,-2,4,3,-6,/,-5,1
Cc1ccccc1S(=O)(=O)NCC[C@H]1CC[C@@H](NC(=O)Nc2cccc(Cl)c2)[C@H](CO)O1,/,21,3,-6,0,1,2,1
Clc1cccc(-c2ccc(CNCc3ccccn3)o2)c1,9,5,-6,-16,-2,-1,6,-4
CC(=O)NCCC(=O)Nc1cc(S(=O)(=O)N2CCCCC2)ccc1N1CCCCC1,12,-23,11,-6,1,0,7,2
Cc1nc(N2CCCCC2)c2c(-c3cccs3)csc2n1,/,2,-7,5,-2,7,11,/
CCOC(=O)C1=CN(CC)S(=O)(=O)NC1c1ccc2ccccc2c1 (stereo unspecified),2,13,-2,0,0,-2,5,-3
CCOCCCn1c(=S)[nH]c2cc(C(=O)NCc3ccc(F)cc3)ccc2c1=O,-6,-23,-2,-2,-5,-5,/,-2
O=C(N[C@@H]1CC[C@@H](CCNS(=O)(=O)c2ccccc2)O[C@@H]1CO)c1cccnc1,4,-4,17,12,-1,/,-6,-3
CC(=O)c1ccc(N=C2NC(=O)C(CO)(CO)S2)cc1,4,29,-2,6,-1,1,4,0
CCN(Cc1ccncc1)C(=O)CCc1ccccc1,4,-5,-3,4,-2,0,2,-3
O=C(CNS(=O)(=O)c1ccc(Cl)cc1)NNC(=O)c1cccnc1,-15,-13,4,5,-3,2,-6,/
O=C(O)CN1CCN(Cc2ccc(F)cc2)C1=O,/,25,8,-13,0,-5,10,-3
C[C@@H]1CN([C@@H](C)CO)C(=O)c2cc(Br)cnc2O[C@H]1CN(C)Cc1ccc(-c2ccccc2)cc1,-2&-12,8,2&15,7&-1,13&1,9,-10&10,-6&1
COCC(=O)Nc1ccc2c(c1)C(=O)N(C)[C@H]1CC[C@@H](CC(=O)NCCc3ccccc3)O[C@@H]1CO2,2,-13,0,8,-2,-3,-4,2
O=C(C[C@@H]1CC[C@@H](NC(=O)c2ccncc2)[C@H](CO)O1)Nc1ccccc1,7,-6,0,11,0,6,-4,-5
CCN1C(=O)/C(=C\C=C\c2ccccc2[N+](=O)[O-])SC1=S,-34,21,5,5,-4,-9,-4,/
CC1CCc2sc(C(=O)NCCCn3ccnc3)cc2C1 (stereo unspecified),/,-8,-3,-3,1,/,/,0
O=C(O)/C=C/C(=O)Nc1ccccc1SC(F)(F)C(F)(F)C(F)(F)F,0,-18,4,-16,-3,/,5,/
CCCC#Cc1ccc2c(c1)O[C@@H](CN(C)Cc1ccccn1)[C@H](C)CN([C@H](C)CO)S2(=O)=O,-25,/,-4,15,1,-9,25,5
CCOc1ccccc1-n1c(SCC(N)=O)nnc1-c1ccco1,7,/,-4,-5,2,/,-8,/
C[C@@H]1CCCCO[C@@H](CN(C)Cc2ccc(C(=O)O)cc2)[C@H](C)CN([C@H](C)CO)C(=O)c2cc(NS(=O)(=O)c3cccs3)ccc2O1,-2,0,10,6,0,/,-5,-1
COc1ccccc1C(=O)Nc1ccc2c(c1)C(=O)N(C)C[C@@H](OC)[C@H](C)CN(C(C)=O)[C@H](C)CO2,-7,/,-4,-21,3,8,0,-1
COc1ccc(S(=O)(=O)N(C)C[C@@H]2OCCCC[C@@H](C)Oc3ccc(NC(=O)CCCN(C)C)cc3C(=O)N([C@H](C)CO)C[C@@H]2C)cc1,2,7,-5,10,0,/,-4,2

# Complete entries, looked up by structure. Order of values: PGC1a acetyl inh | PAX8 inh HTS | S100A4 inh HTS | LGR2 inh | ERAP1 HTS inh | FN deposit inh | EWS-Fli inh | PglD DTNB
# COCC(=O)Nc1ccc2c(c1)C(=O)N(C)[C@H]1CC[C@@H](CC(=O)NCCc3ccccc3)O[C@@H]1CO2 as listed: 2 | -13 | 0 | 8 | -2 | -3 | -4 | 2
# C[C@@H]1CN([C@@H](C)CO)C(=O)c2cc(Br)cnc2O[C@H]1CN(C)Cc1ccc(-c2ccccc2)cc1 as listed: -2&-12 | 8 | 2&15 | 7&-1 | 13&1 | 9 | -10&10 | -6&1

# Remaining list, next part:
SMILES,PGC1a acetyl inh,PAX8 inh HTS,S100A4 inh HTS,LGR2 inh,ERAP1 HTS inh,FN deposit inh,EWS-Fli inh,PglD DTNB
O=C(N/N=C/c1ccc(O)c([N+](=O)[O-])c1)C(O)(c1ccccc1)c1ccccc1,/,-5,2,-17,1,-2,-4,3
O=C(CSc1nc(O)cc(=O)n1-c1ccc(Cl)c(Cl)c1)Nc1ccc(Cl)cc1Cl,/,-7,-3,1,3,0,-1,0
CO[C@H]1CN(C)C(=O)c2cc(NC(=O)Nc3ccccc3Cl)ccc2OC[C@@H](C)NC[C@H]1C,3,/,-16,13,1,-5,4,-5
CCOC(=O)c1cnc(COc2ccccc2Cl)[nH]c1=O,-16,5,63,3,/,-2,7,-3
C=CCn1c(SCC(=O)Nc2ccc(OC)cc2)nc2ccccc2c1=O,/,-2,-1,6,0,-1,2,8
COc1ccc(CN2[C@H](CO)[C@H]3c4ccccc4NC[C@H]32)cc1,11,96*,6,29,2,4,48,-2
O=C(C[C@@H]1C=C[C@@H](NC(=O)C2CCOCC2)[C@H](CO)O1)NCC1CCCCC1,-2,/,3,15,0,13,0,2
COC(CNC(=O)c1ccc2c(c1)ncn2C1CCCCCC1)OC,7,5,9,7,1,-1,3,-5
C[C@@H]1CN([C@@H](C)CO)C(=O)Cc2cc(NC(=O)Nc3ccccc3)ccc2O[C@@H]1CN(C)C(=O)NC1CCCCC1,0,1,-8,7,-3,-6,6,0
Cc1nc(SCC(=O)N(C)C2CCS(=O)(=O)C2)c2ccccc2n1 (stereo unspecified),-3,48,4,9,1,/,-4,0
CCCCN(C(=O)C1CC(=O)N(c2ccc(OC)cc2OC)C1)c1c(N)n(CC(C)C)c(=O)[nH]c1=O (stereo unspecified),/,-3,-4,2,22,9,/,/
CCCC(=O)Nc1cc(-c2cn3cccnc3n2)ccc1OC,-46,/,/,3,/,3,/,2
O=C(C[C@@H]1C[C@H]2c3cc(NC(=O)Nc4ccc(C(F)(F)F)cc4)ccc3O[C@H]2[C@H](CO)O1)NCc1ccc2c(c1)OCO2,2,52,-5,30,-2,-14,4,1
Cc1c(C=C(C#N)c2ccc([N+](=O)[O-])cc2)c(=O)n(-c2ccccc2)n1C,-8,-1,2,23,5,/,-2,0
O=C(O)c1ccccc1C(=O)OCc1c(-c2ccccc2)ncc2ccccc12,-4,-6,-3,7,5,-2,3,0
O=C(N[C@H]1CC[C@@H](CCn2cc(C3(O)CCCC3)nn2)O[C@@H]1CO)C1CCC1,-5,14,4,8,2,/,-9,1
Cc1cc(C)nc(NCCCc2ccccc2)n1,-6,/,0,17,5,/,-5,-3
CCCNC(=O)N1CC2(C1)[C@H](c1ccccc1)[C@@H](CO)N2CC1CC1,/,/,-2,20,-1,-7,-4,/
Cc1ccccc1NC(=O)CSc1nc(O)cc(=O)n1C,0,-22,-9,4,/,-2,11,2
COc1ccc(C(CNC(=O)COc2ccccc2)N2CCCCC2)cc1 (stereo unspecified),7,-2,-7,-39,-2,-4,-2,0
Cc1ccc(S(=O)(=O)N2C(=O)[C@@H]3Cc4ccccc4CN3C2=O)cc1,/,-6,-6,8,1,4,-13,-3
COc1ccc2sc(N(CCN(C)C)C(=O)c3cc(Cl)sc3Cl)nc2c1,/,15,-3,1,7,1,-8,/
COc1ccc(CNC(=O)Cc2ccc(-c3ccccc3)cc2)cc1OC,-2,7,-2,9,2,6,33,4
CNC[C@@H]1Oc2ccc(NS(=O)(=O)c3ccc(OC)cc3)cc2C(=O)N([C@H](C)CO)C[C@H]1C,-2,3,5,-24,3,-2,-1,1
O=[N+]([O-])c1cnc2ccccn12,14,8,5,7,3,9,5,0

# Given with bars between the fields: 14 of the compounds above.
Molecule | PGC1a acetyl inh | PAX8 inh HTS | S100A4 inh HTS | LGR2 inh | ERAP1 HTS inh | FN deposit inh | EWS-Fli inh | PglD DTNB
O=C(N/N=C/c1ccc(O)c([N+](=O)[O-])c1)C(O)(c1ccccc1)c1ccccc1 | / | -5 | 2 | -17 | 1 | -2 | -4 | 3
O=C(CSc1nc(O)cc(=O)n1-c1ccc(Cl)c(Cl)c1)Nc1ccc(Cl)cc1Cl | / | -7 | -3 | 1 | 3 | 0 | -1 | 0
CO[C@H]1CN(C)C(=O)c2cc(NC(=O)Nc3ccccc3Cl)ccc2OC[C@@H](C)NC[C@H]1C | 3 | / | -16 | 13 | 1 | -5 | 4 | -5
CCOC(=O)c1cnc(COc2ccccc2Cl)[nH]c1=O | -16 | 5 | 63 | 3 | / | -2 | 7 | -3
C=CCn1c(SCC(=O)Nc2ccc(OC)cc2)nc2ccccc2c1=O | / | -2 | -1 | 6 | 0 | -1 | 2 | 8
COc1ccc(CN2[C@H](CO)[C@H]3c4ccccc4NC[C@H]32)cc1 | 11 | 96* | 6 | 29 | 2 | 4 | 48 | -2
O=C(C[C@@H]1C=C[C@@H](NC(=O)C2CCOCC2)[C@H](CO)O1)NCC1CCCCC1 | -2 | / | 3 | 15 | 0 | 13 | 0 | 2
COC(CNC(=O)c1ccc2c(c1)ncn2C1CCCCCC1)OC | 7 | 5 | 9 | 7 | 1 | -1 | 3 | -5
C[C@@H]1CN([C@@H](C)CO)C(=O)Cc2cc(NC(=O)Nc3ccccc3)ccc2O[C@@H]1CN(C)C(=O)NC1CCCCC1 | 0 | 1 | -8 | 7 | -3 | -6 | 6 | 0
Cc1nc(SCC(=O)N(C)C2CCS(=O)(=O)C2)c2ccccc2n1 (stereo unspecified) | -3 | 48 | 4 | 9 | 1 | / | -4 | 0
CCCCN(C(=O)C1CC(=O)N(c2ccc(OC)cc2OC)C1)c1c(N)n(CC(C)C)c(=O)[nH]c1=O (stereo unspecified) | / | -3 | -4 | 2 | 22 | 9 | / | /
CCCC(=O)Nc1cc(-c2cn3cccnc3n2)ccc1OC | -46 | / | / | 3 | / | 3 | / | 2
O=C(C[C@@H]1C[C@H]2c3cc(NC(=O)Nc4ccc(C(F)(F)F)cc4)ccc3O[C@H]2[C@H](CO)O1)NCc1ccc2c(c1)OCO2 | 2 | 52 | -5 | 30 | -2 | -14 | 4 | 1
Cc1c(C=C(C#N)c2ccc([N+](=O)[O-])cc2)c(=O)n(-c2ccccc2)n1C | -8 | -1 | 2 | 23 | 5 | / | -2 | 0

# New compounds follow:
SMILES,PGC1a acetyl inh,PAX8 inh HTS,S100A4 inh HTS,LGR2 inh,ERAP1 HTS inh,FN deposit inh,EWS-Fli inh,PglD DTNB
COc1ccc(NC(=O)C(c2cc3c(cc2[N+](=O)[O-])OCO3)N(C)Cc2ccccc2)cc1 (stereo unspecified),/,-7,/,4,/,2,/,-6
COc1ccc(N=C2SC(C(=O)N3CCN(c4ccccc4)CC3)CC(=O)N2C)cc1 (stereo unspecified),4,18,-1,-12,3,8,10,-3
C/C=C/c1cnc2c(c1)C(=O)N([C@@H](C)CO)C[C@H](C)[C@@H](CN(C)Cc1cccc(C(=O)O)c1)O2,3,-25,1,3,-2,/,-5,0
C=CCn1c(O)c(N=NC(=S)Nc2ccc(OC)c(Cl)c2)c2ccccc21,6,50,-5,21,-1,14,27,3
COC(=O)CCCCC1SCC(NC(=O)c2ccccc2)C1=O (stereo unspecified),/,6,-2,/,-3,5,11,/
COCCOC(=O)c1cc(C(=O)c2cc(Cl)ccc2O)coc1=N,12,-5,-3,10,1,2,0,/

# Source: PubChem BioAssay
